EBV gp42 inh = Epstein-Barr virus gp42 inhibitors, primary screen, biochemical, uHTS, fluorescence polarization. inhibition, % (tested at 21.74 µM). Fluorescence polarization binding assay, mP read-out. AID 1085, 2008. hit rate 0.42% among 220,000. Glycoprotein 42 (Epstein-Barr virus (strain AG876)), Q1HVG2; in the data active = inhibition above about 50%
Target sequence (Q1HVG2 whole entry, looked up): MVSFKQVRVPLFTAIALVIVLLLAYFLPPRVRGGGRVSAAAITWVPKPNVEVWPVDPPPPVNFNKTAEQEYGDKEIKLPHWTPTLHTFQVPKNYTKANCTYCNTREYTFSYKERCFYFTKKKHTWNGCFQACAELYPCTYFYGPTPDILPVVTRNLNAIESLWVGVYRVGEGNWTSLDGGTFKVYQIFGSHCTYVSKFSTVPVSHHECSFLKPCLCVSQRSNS
KCC2 mod = KCC2 cotransporter modulators, thallium flux, primary screen, cell-based, HEK293 KCC2, FluoZin-2 fluorescence, MLSMR; B-score of Tl+ flux slope (higher = more flux/activation; lower = inhibition) at 10 µM; Solute carrier family 12 member 5 (Homo sapiens), Q9H2X9; KCC2 cells, thallium flux FluoZin-2 fluorescence; AID 1456, 2008; hit rate 2.2% among 190,000;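 active = thallium flux slope and its plate-corrected score both differing from the plate sample mean at a set confidence after two filtering rounds, in either direction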;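 also: slope of fluorescence scaled to starting intensity during 10 to 20 s after thallium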
Thrombin inh = human alpha-thrombin inhibitors, primary screen, counter-screen for coagulation protease inhibitor project, biochemical, 1536-well, fluorogenic AMC substrate; Prothrombin (Homo sapiens), P00734; Boc-VPR-AMC fluorogenic substrate cleavage; inhibition, % at 5 µM; hit rate 0.26% among 220,000;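 active = inhibition at or above 40%; inactive = inhibition below 40%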;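 also: 0% = enzyme with no compound and 100% = wells without enzyme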
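Material: human alpha-thrombin protein. Incubation: reaction at ambient temperature. Technique: fluorescence of released AMC, ex 355 nm, em 460 nm. Control set: no-compound enzyme wells and no-enzyme blanks. Also added: Boc-VPR-AMC substrate, 15 µM final. Buffer or medium: pH 7.5 Tris (50 mM) with NaCl 150 mM, Tween 20 0.05%.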
eIF4E 4G PPI = eIF4E–eIF4G protein interaction inhibitors, primary screen, biochemical, uHTS, TR-FRET, eIF4GI fragment | hit rate 0.37% among 220,000 | AID 782, 2007 | TR-FRET eIF4E-eIF4GI(517-606) binding, 2 h | inhibition, % at 21.7 µM;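 also: 0% = full FRET control wells and 100% = background wells lacking eIF4GI fragment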
p47phox inh = p47phox/p22phox peptide binding inhibitors, primary screen, biochemical, uHTS, NADPH oxidase regulatory subunit; fluorescence polarization, 2 h; inhibition, % at 24.7 µM; hit rate 0.53% among 220,000; AID 1274, 2008;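 also: 0% = p47phox with labelled peptide and 100% = labelled peptide alone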
14-3-3 Bad inh = inhibitors of 14-3-3 zeta/Bad binding, primary screen, biochemical, TR-FRET, bovine 14-3-3 zeta. AID 781, 2007. TR-FRET 14-3-3zeta/Dy647-pBad peptide displacement, 1 h. inhibition, % at 21.7 µM. 14-3-3 protein zeta/delta (Bos taurus), P63103. hit rate 0.71% among 220,000;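 active = inhibition above about 70%, limit read from the data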;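 also: 0% = full 14-3-3 plus peptide FRET controls and 100% = background without 14-3-3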
Furin inhibitor = human furin inhibitors, primary screen, biochemical, fluorescence intensity. hit rate 0.061% among 220,000. AID 463115, 2010. inhibition, % at 30 µM. P09958. purified furin, fluorogenic substrate cleavage; in the data active = inhibition above about 25%; also: inactives centre near -15
Target sequence (P09958 108-714 limits assumed): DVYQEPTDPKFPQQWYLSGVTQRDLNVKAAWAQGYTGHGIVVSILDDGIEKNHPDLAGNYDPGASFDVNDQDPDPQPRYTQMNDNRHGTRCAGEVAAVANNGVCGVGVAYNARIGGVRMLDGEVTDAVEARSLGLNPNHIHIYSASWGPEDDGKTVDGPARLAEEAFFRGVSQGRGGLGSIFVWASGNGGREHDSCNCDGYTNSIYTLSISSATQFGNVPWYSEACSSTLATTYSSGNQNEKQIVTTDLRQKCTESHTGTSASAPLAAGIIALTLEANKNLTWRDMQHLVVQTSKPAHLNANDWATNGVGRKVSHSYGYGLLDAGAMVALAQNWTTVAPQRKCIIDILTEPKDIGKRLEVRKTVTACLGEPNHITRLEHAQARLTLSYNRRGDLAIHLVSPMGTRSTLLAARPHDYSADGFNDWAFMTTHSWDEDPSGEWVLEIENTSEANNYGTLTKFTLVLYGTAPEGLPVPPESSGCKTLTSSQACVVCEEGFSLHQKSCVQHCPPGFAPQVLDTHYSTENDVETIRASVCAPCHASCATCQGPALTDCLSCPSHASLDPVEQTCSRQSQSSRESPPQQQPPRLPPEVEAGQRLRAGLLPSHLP
Rad51 HR inh = human RAD51 strand exchange inhibitors, primary screen, biochemical, fluorescence; hRad51 DNA strand exchange, fluorescence dequenching; hit rate 0.085% among 200,000; inhibition, % at 10 µM; DNA repair protein RAD51 homolog 1 (Homo sapiens), Q06609; AID 1385, 2008;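 active = inhibition above 40% at the single screening dose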;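 also: 0% = DMSO control wells and 100% = blanks with heterologous ssDNA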
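Material: hRad51 filaments on single-stranded DNA; Reagent: Donor/quencher-labelled 47-bp dsDNA substrate; Compound: 10 µM final, single point; Schedule: 37 °C 15-min filament assembly, 30-min compound preincubation, 15-min exchange; Technique: FRET fluorescence, excitation 485 nm, emission 520 nm; Benchmarks: control wells and blank wells on each plate.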
hK5 inh = human KLK5 protease inhibitors, primary screen, biochemical, 1536-well; Kallikrein-5 (Homo sapiens), Q9Y337; recombinant hK5, fluorogenic AMC substrate cleavage; inhibition, % at 5 µM; hit rate 0.59% among 210,000; AID 873, 2007;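 active = inhibition of 40% or more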;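 also: 0% = enzyme controls without compound and 100% = no-enzyme blanks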
Target sequence (Q9Y337 67-293 limits assumed): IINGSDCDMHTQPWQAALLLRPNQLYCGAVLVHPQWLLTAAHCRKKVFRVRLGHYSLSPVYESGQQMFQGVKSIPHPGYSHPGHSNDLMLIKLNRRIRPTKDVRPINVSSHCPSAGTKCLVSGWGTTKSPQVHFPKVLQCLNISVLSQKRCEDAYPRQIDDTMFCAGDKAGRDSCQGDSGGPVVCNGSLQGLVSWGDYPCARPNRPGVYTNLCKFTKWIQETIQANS
Active calls of the source: *; nt = not tested or not shown; [ ] = dose if it differs, or a comment.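 The calls were made as follows, unless noted: active = inhibition above about 30% (limit read from the data); inactive = the rest.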

SMILES	EBV gp42 inh	KCC2 mod	Thrombin inh	eIF4E 4G PPI	p47phox inh	14-3-3 Bad inh	Furin inhibitor	Rad51 HR inh	hK5 inh
CCn1c(C)nc2cc(C(=O)NNS(=O)(=O)c3ccc(C)cc3C)ccc21	0	0.17	1	3[fluorescence artefact?]	-37	21[fluorescence artefact?]	-20[20 µM]	3	-11
CCc1c(C)sc(NC(=O)CSc2nc3c(c(C(F)(F)F)n2)CCc2ccccc2-3)c1C#N	-11	nt	0	-21	-17	-4	-16[20 µM]	-5	-12
CCOc1ccccc1C(=O)Nc1cc(OC)ccc1OC	4	nt	-4	-2[fluorescence artefact?]	-7	0[fluorescence artefact?]	5	-4	13
CCOC(=O)Cc1nnc(NC(=O)C(CC)Sc2nc(C)cc(C)n2)s1 (stereo not drawn)	-24	1	-6	4[fluorescence artefact?]	-9	-7	-20	4	-2
N#Cc1nc(Cc2ccccc2)oc1N1CCC(Cc2ccccc2)CC1	-11	-1.9	0	4	-17	6	-4[20 µM]	3	-15
Cc1ccc(N2CC(=O)N(c3ccc(C)cc3)CC2=O)cc1	-1	-0.2	-2	-4	0	-11	-19	14	1
Cc1ccc(C(=O)NCC(=O)OCC(=O)Nc2ccc(Cl)cc2C(F)(F)F)cc1C	-5	-1.7	-5	17	-1	-14	-17	6	-15
CCCCn1c(CNC(=O)C23CC4CC(CC(C4)C2)C3)nnc1SCC(=O)Nc1nnc(C)s1	-6	0.14	-11	3[fluorescence artefact?]	-5	1	-13	-3	-6
CCOC(=O)C1=C(CC)Nc2ccccc2N=C1NC(=O)Nc1ccccc1OC	-7	-0.041	1	11	-6	-11	-7[20 µM]	1	-13
COc1cc(NC(=O)c2ccccc2)c(OC)cc1NC(=O)CN1CCN(c2ccccn2)CC1	-13	-0.11	2	2	-1	-11	-13	7	2
COc1ccccc1-c1nnc2n1N=C(C)CS2	-11	1.2	-14	0	-2	-8[fluorescence artefact?]	-22	6	-20
COc1cc(S(=O)(=O)N(Cc2ccc(C)cc2)Cc2ccco2)ccc1-n1cnnn1	-7	1.7	0	-6	-2	-6	-20[20 µM]	nt	-16
O=C(c1cc([N+](=O)[O-])cc([N+](=O)[O-])c1)N1CCN(C(=O)c2ccco2)CC1	-8	1.1	-2	-1	1	-2	-23	11	2
N/C(Cc1ccc([N+](=O)[O-])cc1)=N\OC(=O)COc1ccc2ccccc2c1	4	nt	-6	1	-2	7	-16	-7	2
CCS(=O)(=O)CCSc1nc(C)cc(C)n1	-5	0.48	1	2[fluorescence artefact?]	-7	4	-32	10	-9
COc1cc(CN2C(=S)NC(C)(C)CC2(C)O)cc(OC)c1 (stereo not drawn)	-12	-0.91	-2	3	-13	-11	-13	4	-14
Cc1ccc([N+](=O)[O-])cc1NC(=O)CN1CCCCC1	-17	nt	2	1[fluorescence artefact?]	-5	11	-11	-11	-20
O=C(Nc1ccc(Cl)cc1)N1CCC(CO)(Cc2ccccc2)CC1	-14	-3.2*	-3	-1	-12	-1	-28	4	3
COc1cccc(C2=NOC(C(=O)NCc3cccs3)C2)c1 (stereo not drawn)	-11	-2.6	-9	0	-22	2	1[20 µM]	-6	-2
CC(C)[C@H](NC(=O)OCc1ccccc1)C(=O)OCC(=O)Nc1c(F)cccc1F	2	-0.52	-8	0	-10	-3[fluorescence artefact?]	-12	-2	-12
CCCCNC(=O)N1CCc2ccccc2C1	-1	-0.61	-9	1	3	-1	-28	nt	-13
O=S(=O)(Nc1ccccc1N1CCCCC1)c1cccs1	-6	0.14	-7	5	-1	-2	-10	9	-5
COCCCNC(=O)C(=O)N/N=C/c1ccc(OCC(=O)Nc2cccc(Cl)c2C)c(OC)c1	-14	0.41	19	2	9	44	-13[20 µM]	0	-6
COc1ccc(C(=O)CSc2nnc(-c3cc4ccccc4cc3O)n2Cc2ccco2)cc1	0	nt	-2	-24	-7	-11	-3	-3	-2
Cc1cc(/C=C(\C#N)C(=O)NC2CCCCCC2)c(C)[nH]1	3	-0.058	-11	0[fluorescence artefact?]	-9	-13	-11	-10	-1
Cc1ccc(S(=O)(=O)NNC(=O)c2cc(C)cs2)cc1	-10	-0.029	-6	2	-2	-3	-28	12	4
CCC(=O)N1CC2(CC(c3cccc(NC(=O)CC(c4ccccc4)c4ccccc4)c3)=NO2)C[C@H]1C(N)=O (stereo partly drawn)	-13	-1.4	0	0	-2	-2	-30	6	2
CC(NC(=O)CSc1ncccn1)c1ccccc1 (stereo not drawn)	8	nt	-3	5	10	3	-10	0	0
Cc1ccccc1/C=C1\OC(=O)c2ccccc21	1	-0.22	-1	6	-16	2	-19[20 µM]	nt	-7
O=C(/C=C/c1ccccc1[N+](=O)[O-])NCCCn1ccnc1	-2	-1.9	3	-1	-5	-15	-18	13	-4
O=C(CCCN1C(=O)/C(=C\c2ccco2)SC1=S)Nc1ccc2ccccc2c1	-30	0.22	1	4	-35	4	-17	nt	-17
COc1ccccc1C(=O)N1C(CC(=O)Nc2cc(Cl)ccc2C)C(=O)NC2CCCCC21 (stereo not drawn)	-13	nt	-1	2	-18	13	-14[20 µM]	2	-2
C=CCn1c(=S)[nH]c2ccccc2c1=O	-8	nt	4	-2	-9	3[fluorescence artefact?]	-27[20 µM]	7	12
O=S(=O)(NCC1CCCO1)c1ccc2ccccc2c1 (stereo not drawn)	-11	-0.38	3	2	-11	2[fluorescence artefact?]	-27	-4	-11
O=C(CCC(=O)NC1CCCCCCC1)Nc1nnc(C(F)(F)F)s1	-9	-0.37	-9	1[fluorescence artefact?]	-5	-12[fluorescence artefact?]	-11[20 µM]	-2	-26
Cc1cc(NCc2ccncc2)ccc1Br	-6	-1.4	-15	-2	5	9	-17	8	2
COCCn1c(SCC(=O)Nc2cc(C)on2)nc2c(c1=O)SC(C)C2 (stereo not drawn)	-6	2.1	-2	-7	2	-1	-12	4	2
Cc1ccc(C(=O)N2c3ccc(F)cc3CCC2C)o1 (stereo not drawn)	-6	nt	3	2	-2	2	-22	3	4
CCC(C(=O)NCc1ccc(F)cc1)N(Cc1ccco1)C(=O)c1snc(C(N)=O)c1N (stereo not drawn)	-7	nt	-4	3	-10	1	-17	-7	4
CC(C)OC(=O)CSc1nc2cc3c(cc2cc1C#N)OCO3	-17	-0.96	1	6	-9	-15	-13[20 µM]	-5	-5
O=C(c1ccncc1)c1ccc(N2CCN(C3CC(=O)N(Cc4cccs4)C3=O)CC2)cc1 (stereo not drawn)	4	-1.7	-8	2	-8	-9	-18	2	-1
CCSc1nccc(-c2nn(-c3ccc(C)cc3)ccc2=O)n1	14	nt	-5	3	-15	5[fluorescence artefact?]	-22[20 µM]	6	-5
Cc1ccccc1N=C1N=C(N)c2ccccc21	3	0.52	-11	3	4	-3[fluorescence artefact?]	-11	-1	-6
Cc1cc(C)cc(NC(=O)CSc2nc(CSc3ccc(Cl)cc3)cc(=O)[nH]2)c1	-2	0.86	-3	-6	4	-2	-19	3	2
N=c1sccn1CC(=O)Nc1cc(Cl)ccc1[N+](=O)[O-]	-1	0.17	6	2	0	30	-1	-8	18
CCOc1ccc(N(CCCCO)C(=S)NC(=O)c2ccc(C)c(Br)c2)cc1	-8	13*	-2	1	-14	-10	-8	4	3
OC(COc1ccccc1)CN1CCN(CC(O)COc2ccccc2)CC1 (stereo not drawn)	-7	0.2	0	-1	-28	8	-27	3	2
O=S(=O)(NCCC1CC1(Cl)Cl)c1ccccc1 (stereo not drawn)	-8	-0.054	-3	5	-1	-1	-32	5	0
CCCn1nnc(NC(=O)C(c2ccccc2)c2ccccc2)n1	3	-0.0039	1	0	-3	0	-13[20 µM]	-2	5
O=C(CCCSc1nc2ccccc2[nH]1)NCc1ccccc1Cl	-16	-0.9	-3	1	-21	-4	-20	-8	-9
COc1cc(/C=C/C(=O)OCC(=O)NCCN2C(=O)CSC2=O)ccc1OC(F)F	-3	-0.068	30	0	-7	-9	-13	6	18
Cc1cccc(SC2CCN(Cc3nc(CC4CC4)no3)CC2)c1	-8	1.6	-7	0	41*	-5	-9	nt	nt
CN1CCN(S(=O)(=O)c2ccc(NC(=O)Nc3cccc(Cl)c3)cc2)CC1	2	1.5	-4	-7	-23	-4	-18[20 µM]	11	-2
Cc1ccc(-c2ccc(C(=O)O)[nH]2)cc1	-12	nt	8	-18	-18	-9	-15	0	-5
O=C(NCCc1csc(-c2cccnc2)n1)c1ccc(Br)o1	4	-0.31	9	-5	-4	-9	-23	-4	34
CCC1CCCCN1C(=S)NC1CCCCC1 (stereo not drawn)	-1	-0.24	-7	0	-15	-18	-18	-3	-22
COC(=O)[C@@H](NC(=O)NCc1ccco1)C(C)C	-16	nt	-3	0	-10	-5	-8	-10	-13
Cn1nnnc1SCCNCc1ccccc1OCc1ccc(F)cc1	-10	-2.2	4	1	-5	2	-8	-7	-8
COc1ccc(CCNC(=O)C(C(=O)c2ccccc2)n2ccccc2=O)cc1OC (stereo not drawn)	-6	0.059	2	0	-2	3	-20	-2	-5
O=C(/C=C/c1cccs1)Nc1scc(-c2ccccc2)c1C(=O)O	11	-4.2*	-7	92*	-93	92*	-5	-12	38

(continued)
SMILES	EBV gp42 inh	KCC2 mod	Thrombin inh	eIF4E 4G PPI	p47phox inh	14-3-3 Bad inh	Furin inhibitor	Rad51 HR inh	hK5 inh
O=[N+]([O-])c1cc2c(c(CSc3nnc4ccccn34)c1)OCOC2	-9	0.94	-3	5	-2	-6	-16	-59	-7
COCCN(CCOC)c1ncnc2c1cnn2-c1ccc(Cl)cc1	-9	nt	3	5	-7	-1	-11	0	-2
Cc1ccc2c(c1)c(C1=NC(=S)NC1=O)c(O)n2C	-2	0.74	-9	13	15	7	-9	5	-5
COc1ccc(CCNC(=O)CC2Oc3ccc(Cl)cc3NC2=O)cc1OC (stereo not drawn)	-10	-0.00074	-6	0	-19	-2	-25	-4	-26

Given with values under each structure: part of the list above.
The line under a structure holds: EBV gp42 inh | KCC2 mod | Thrombin inh | eIF4E 4G PPI | p47phox inh | 14-3-3 Bad inh | Furin inhibitor | Rad51 HR inh | hK5 inh
> COc1ccc(CCNC(=O)CC2Oc3ccc(Cl)cc3NC2=O)cc1OC (stereo not drawn)
    -10 | -0.00074 | -6 | 0 | -19 | -2 | -25 | -4 | -26
> COCCN(CCOC)c1ncnc2c1cnn2-c1ccc(Cl)cc1
    -9 | nt | 3 | 5 | -7 | -1 | -11 | 0 | -2
> O=[N+]([O-])c1cc2c(c(CSc3nnc4ccccn34)c1)OCOC2
    -9 | 0.94 | -3 | 5 | -2 | -6 | -16 | -59 | -7
> Cc1ccc2c(c1)c(C1=NC(=S)NC1=O)c(O)n2C
    -2 | 0.74 | -9 | 13 | 15 | 7 | -9 | 5 | -5
